FadD28 FP inh: inhibitors of FadD28 bisubstrate probe binding, primary screen, biochemical, fluorescence polarization, single point; Mycobacterium tuberculosis FadD28 fatty-acid-AMP ligase; inhibition, % at 12.5 µM; 360,000 tested, 0.22% active; AID 588549, 2011; in the data active means inhibition above about 8.5%, passing the limit was not always enough
Mtb FBA inh: Mtb FBA enzyme inhibitors, primary screen, biochemical, fluorescence, strain H37Rv. purified M. tuberculosis FBA, fluorescence read-out. inhibition, % at 1 µM. 360,000 tested, 2.3% active; in the data active means inhibition above about 27%;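 further: 0% = vehicle and 100% = reference inhibitor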
UGM FP inh: M. tuberculosis UGM enzyme inhibitors, primary screen, biochemical, fluorescence polarization, single point. purified UGM, fluorescence polarization probe displacement. inhibition, % at 10 µM. 320,000 tested, 0.06% active. AID 504406, 2011; in the data active means inhibition above about 10%, passing the limit was not always enough
PfHsp40 yeast: rescue of yeast from PfHsp40 toxicity, primary screen, S. cerevisiae, ATP luminescence; 340,000 tested, 0.68% active; growth rescue, % at 12.5 µM; S. cerevisiae expressing PfHsp40, growth rescue; in the data active means growth rescue above about 28%, passing the limit was not always enough;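 further: yeast W303a lacking pdr1 and pdr3 grown in galactose medium; growth measured after three days at 30 °C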
BH1578 lux ind: inducers of Vibrio cholerae quorum light production without autoinducers, primary screen, BH1578 luxS cqsA deficient, single point | V. cholerae BH1578 lux reporter, luminescence, 6 h | activation, % at 18.7 µM | 350,000 tested, 0.16% active; in the data active means activation mostly above about 9.7%, no sharp cut-off; further: not every result past the cut was called active; inactives centre near 0; reference of the scale not given here
Yp Topo-I inh: Yersinia pestis topoisomerase I inhibitors, primary screen, biochemical, cleavage product accumulation, plate reader, single point; AID 504884, 2011; Y. pestis Topo-I cleavage product accumulation; DNA topoisomerase I (Yersinia pestis CO92); activity, % at 10 µM; 360,000 tested, 0.064% active; in the data active means activity above about 50%, passing the limit was not always enough; further: inactives centre near 2
TcdB GH inh: TcdB glycohydrolase inhibitors, primary screen, biochemical, single point, plate reader. TcdB glycohydrolase enzymatic assay. 350,000 tested, 0.24% active. inhibition, % at 9.99 µM; in the data active means inhibition above about 10%
GDH-TPI inh: GDH-TPI coupling enzyme inhibitors, primary screen, artefact control for M. tuberculosis FBA inhibitor project, biochemical, absorbance, full deck; GDH-TPI coupled enzyme counterscreen, NADH absorbance; inhibition, % at 4.8 µM; 360,000 tested, 1.2% active; AID 588335, 2011; in the data active means inhibition above about 30%;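 further: 0% = DMSO wells and 100% = wells lacking the enzyme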
Mtb BioA inh: M. tuberculosis BioA enzyme inhibitors, primary screen, biochemical, plate reader, single point, HTS; 360,000 tested, 0.096% active; purified M. tuberculosis BioA enzyme; inhibition, % at 9.99 µM; AID 602481, 2012; in the data active means inhibition above about 40%
* marks the source's active call; other numbers are inactive results; i = inactive; x = no result given.

SMILES	Yp Topo-I inh	BH1578 lux ind	UGM FP inh	Mtb FBA inh	Mtb BioA inh	PfHsp40 yeast	TcdB GH inh	FadD28 FP inh	GDH-TPI inh
CC(=O)c1ccc([N+](=O)[O-])c(CS(=O)(=O)c2ccc(Cl)cc2)c1	3	-0.5	1.5	-1	0.1	-0.8	1.2	x	-7
Cc1c(C)c2ccc(OCC(=O)N3CCN(C(=O)C4COc5ccccc5O4)CC3)cc2oc1=O (centres undefined)	28	i	-0.8	66*	1.7	0.0	-0.8	0.4	13
Cc1cccc(NC(=O)CSc2nccn2Cc2ccco2)c1C	16	-1.1	-0.1	0	1.3	-1.1	1.3	-1.5	8
COc1ccc2[nH]c(=O)c(CN(C(=O)C3CCCO3)c3ccc(C)cc3)cc2c1 (centres undefined)	2	1.0	1.9	16	2.9	-0.5	x	-1.0	12
Cc1ccccc1N1C(=O)c2cccc3cccc(c23)C1=O	-5	4.8	2.6	2	-2.1	4.9	0.2	0.0	35*
COc1ccc(C(C(=O)NC(C)(C)C)N(C(=O)CNC(=O)c2cccs2)c2ccc(C(C)C)cc2)cc1OC (centres undefined)	12	-0.4	0.2	0	-0.4	1.8	1.2	-1.9	0
Cn1c(=O)[nH]c(=O)c2c1nc(NCCCn1ccnc1)n2Cc1ccccc1	1	i	-1.0	2	3.6	-1.6	x	-2.3	8
O=C(CC[C@H]1O[C@@H](n2ccc(=O)[nH]c2=O)[C@H](O)[C@@H]1O)N1CCN(c2ccccn2)CC1	x	x	x	5	3.9	x	-0.6	-0.6	x
CCc1nc2ccc(C(=O)Nc3cccc(OCC(=O)N(C)C)c3)cn2c1N(CC)CCN(C)C	-6	-3.3	x	2	-1.9	x	0.8	0.4	-2
CN(C)c1nc(NCc2ccccc2)nc(SCC(=O)Nc2ccccc2Cl)n1	42	-0.6	-1.5	-2	-3.2	-0.1	2.3	-1.7	-1
COc1cc(-c2nc3ccccn3c2/N=C/c2cccc(F)c2)ccc1O	1	-0.5	-1.2	19	x	0.1	2.0	-2.7	15
CCCCn1c(SCC(=O)NCCOC)nc2ccc(N3CCOCC3)cc2c1=O	-2	-0.3	1.4	10	x	-0.4	x	-2.7	8
CCOc1ccc(CCNC(=O)c2nccnc2C(=O)O)cc1OCC	2	-0.8	-6.1	2	-0.6	-1.2	0.2	x	-6
COc1ccccc1C(CNC(=O)C1CC(=O)N(Cc2ccccc2)C1)N1CCCC1 (centres undefined)	1	-2.9	-1.2	5	-4.0	0.9	0.3	x	3
Cn1c(SCC(=O)NC(=O)CN2CCCC2=O)nnc1-c1ccc(F)cc1	0	-0.6	0.9	-1	-0.3	0.2	0.8	-3.2	-1
CCOc1ccc(C2NC(=O)c3ccccc3O2)cc1 (centres undefined)	5	-0.2	-0.4	7	-2.2	-0.5	x	-0.6	-9
CC(=O)NC(c1ccccc1)c1nc(-c2csc3ccccc23)cs1 (centres undefined)	29	-0.8	x	-2	-2.6	x	-7.6	-4.2	-3
Cc1ccc(C(=O)Oc2ccc(C(=O)COC(=O)C3CC(=O)N(Cc4ccco4)C3)cc2)cc1 (centres undefined)	0	i	0.0	-9	0.8	-1.6	x	-1.4	2
CS(=O)(=O)c1ccccc1C(=O)N(CCc1ccccc1)Cc1ccccc1	43	-0.1	0.7	1	-0.7	-0.5	0.6	0.5	0
Cc1ccc(Sc2cnccc2C#N)cc1	-5	-0.5	0.2	4	0.1	-0.7	0.5	-1.0	12
Cc1cc(Oc2ncccc2[N+](=O)[O-])c2cc(Cl)ccc2n1	3	-0.3	-0.5	0	x	0.6	1.7	-1.0	5
O=S(=O)(Nc1ccc(Cl)cn1)c1cnc(Cl)c(Br)c1	2	i	2.6	2	-0.4	-1.8	0.5	-1.4	0
Clc1cccc2sc(N3CCCC3)nc12	-6	-0.1	-2.6	-7	x	0.4	x	-2.7	3
Cc1[nH]c2ccccc2c1/C=N/NC(=O)CNC(=O)c1ccc2c(c1)OCO2	-12	-5.6	-3.1	-4	x	-0.2	2.2	-2.1	15
COc1ccc(C(C)(C)C)cc1NC(=O)COc1ccc(-c2nnco2)cc1	30	-0.9	-0.8	1	-4.0	0.2	0.4	-1.3	1
COc1ccccc1NC(=S)N(CCN1CCOCC1)Cc1ccccc1F	5	-0.5	-6.8	-2	1.0	1.4	0.9	-4.3	-4
O[C@@H]1CN(CC2CCCCC2)[C@@H](c2ccc(Cl)cc2)C[C@H]1n1cc(C2CC2)nn1	15	-1.1	x	-4	-3.5	x	0.4	-8.9	1
COc1cc(CC(=O)OCn2nnc3ccccc3c2=O)cc(OC)c1OC	8	0.1	-2.5	2	x	-1.8	-1.1	-1.9	4
CCCn1c(=O)c2ccccc2n2c(SCCOc3ccc(Cl)cc3)nnc12	5	-0.4	-2.3	-3	-1.0	-1.1	0.2	-3.7	-10
CCOCCCNC(=O)C(NC(=O)CNC(C)=O)c1ccc(Cl)cc1 (centres undefined)	-4	-0.3	1.3	0	0.2	-1.2	x	-2.3	-6

Compounds above that have an NH in an aromatic ring (4):
SMILES	Yp Topo-I inh	BH1578 lux ind	UGM FP inh	Mtb FBA inh	Mtb BioA inh	PfHsp40 yeast	TcdB GH inh	FadD28 FP inh	GDH-TPI inh
COc1ccc2[nH]c(=O)c(CN(C(=O)C3CCCO3)c3ccc(C)cc3)cc2c1 (centres undefined)	2	1.0	1.9	16	2.9	-0.5	x	-1.0	12
Cn1c(=O)[nH]c(=O)c2c1nc(NCCCn1ccnc1)n2Cc1ccccc1	1	i	-1.0	2	3.6	-1.6	x	-2.3	8
O=C(CC[C@H]1O[C@@H](n2ccc(=O)[nH]c2=O)[C@H](O)[C@@H]1O)N1CCN(c2ccccn2)CC1	x	x	x	5	3.9	x	-0.6	-0.6	x
Cc1[nH]c2ccccc2c1/C=N/NC(=O)CNC(=O)c1ccc2c(c1)OCO2	-12	-5.6	-3.1	-4	x	-0.2	2.2	-2.1	15

Continuation.
SMILES	Yp Topo-I inh	BH1578 lux ind	UGM FP inh	Mtb FBA inh	Mtb BioA inh	PfHsp40 yeast	TcdB GH inh	FadD28 FP inh	GDH-TPI inh
COC(=O)[C@]1(Cc2ccccc2)N[C@H](CN(C)C(=O)c2ccc(C)cc2)[C@@H]2C(=O)N(C)C(=O)[C@@H]21	10	i	x	-1	-1.7	-0.3	-1.0	-3.5	5
Cc1cc(=O)oc2cc(OCC(=O)N3CCN(Cc4ccc5c(c4)OCO5)CC3)ccc12	17	-0.5	3.7	19	6.8	1.1	-0.5	-2.5	8
CCOc1ccc(-c2cc(C(=O)OC)nc3c2c(=O)n(C)c(=O)n3C)cc1	6	i	-0.4	33*	x	-0.2	2.7	-2.1	9
OC(COCC1COc2ccccc2O1)CN1CCN(c2ccc(F)cc2)CC1 (centres undefined)	0	0.1	0.7	-3	x	-0.7	1.1	-1.5	-1
CCOC(=O)c1ccc(NC(=O)c2nc[nH]c2C(=O)N[C@@H](CC(C)C)C(=O)OC(C)(C)C)cc1	-6	-0.2	-0.2	3	-0.4	0.4	-9.5	-2.0	8
CCOC(=O)C1(CCc2ccccc2)CCN(C2CCSCC2)CC1	9	-0.2	0.3	0	0.7	-0.8	0.8	-2.8	0
CCCCNc1c(-c2ccc(SC(C)CC)cc2)nc2cnccn12 (centres undefined)	25	i	3.3	40*	-1.0	860*	x	-3.2	19
Cc1ccncc1CNC(=O)c1ccccc1	-7	-0.9	x	-3	-0.5	0.5	1.4	-3.2	-11
Cc1ccc(NC(=O)Cn2c(=O)cnc3ccccc32)cc1S(=O)(=O)N1CCCCC1	2	-0.7	x	1	3.3	0.3	2.1	-1.1	4
Cc1cc(C)nc(NC2=NCC(=O)N2c2ccc3c(c2)OCCO3)n1	2	i	1.4	2	1.5	-0.3	x	0.0	7

Pulled one by one from the list above, three records:
SMILES	Yp Topo-I inh	BH1578 lux ind	UGM FP inh	Mtb FBA inh	Mtb BioA inh	PfHsp40 yeast	TcdB GH inh	FadD28 FP inh	GDH-TPI inh
Cc1cc(=O)oc2cc(OCC(=O)N3CCN(Cc4ccc5c(c4)OCO5)CC3)ccc12	17	-0.5	3.7	19	6.8	1.1	-0.5	-2.5	8
CCOC(=O)c1ccc(NC(=O)c2nc[nH]c2C(=O)N[C@@H](CC(C)C)C(=O)OC(C)(C)C)cc1	-6	-0.2	-0.2	3	-0.4	0.4	-9.5	-2.0	8
Cc1cc(C)nc(NC2=NCC(=O)N2c2ccc3c(c2)OCCO3)n1	2	i	1.4	2	1.5	-0.3	x	0.0	7

Further results
SMILES	Yp Topo-I inh	BH1578 lux ind	UGM FP inh	Mtb FBA inh	Mtb BioA inh	PfHsp40 yeast	TcdB GH inh	FadD28 FP inh	GDH-TPI inh
CC1CCN(C(=O)COC(=O)c2cccc(NS(=O)(=O)c3ccccc3)c2)CC1	21	i	-1.5	-2	0.6	-0.5	0.2	-2.8	8
CCCCn1nnnc1SCC(=O)N1CCCC1	-1	i	0.3	-2	-0.2	-0.7	x	-6.3	3
CCOc1ccc2nc(NC(=O)c3cnc(C)cn3)sc2c1	-7	-5.3	-0.3	1	-0.9	0.0	x	-3.3	14
CC1CCCC(C)N1C(=O)COC(=O)c1ccccc1C(=O)c1ccccc1 (centres undefined)	0	-0.5	x	-1	-1.0	x	0.1	-4.4	-4
CCOC(=O)c1ccc(NC(=O)N(CC)CC)cc1	0	4.2	0.3	-2	-3.1	-0.6	x	-2.2	4
Cc1ccc(CNC(=O)c2ccc(N3CCC4(CC3)CC(c3ccccc3)=NO4)c([N+](=O)[O-])c2)cc1	9	-1.4	3.7	-8	-0.3	2.7	1.0	-3.2	2
Cc1ccc(NC(=O)c2cc(-c3ccc(F)cc3)on2)cc1C	-1	-0.5	-3.9	-1	-0.9	-0.1	0.8	-3.8	-4
COCCn1c(COc2cccc(OC)c2)nnc1SCC(=O)NC1CCCC1	3	-0.3	0.8	1	-0.3	-1.3	1.9	0.1	-2
COc1cc(CCC(=O)OCC(=O)NCCc2ccc(S(N)(=O)=O)cc2)cc(OC)c1OC	-2	0.1	-3.3	2	-0.4	0.3	-0.8	-2.7	-1
C/C=C\C=C/C(=O)Nc1cccc(C2=NOC3(C2)C[C@@H](C(N)=O)N(C(=O)c2ccc(Cl)cc2)C3)c1 (some centres undefined)	13	-19	1.4	-1	-2.3	0.4	1.6	-9.5	11
c1cncc(CSc2nnc3ccc(-c4ccncc4)nn23)c1	-14	i	-0.2	7	0.4	1.7	0.5	-0.6	12
O=C(Cc1ccccc1)N1CCN(Cc2cccc(Br)c2)CC1	10	-0.4	0.5	4	5.5	1.2	0.7	-2.7	-6
CC(C)NC(=O)c1ccc(CNC(=O)OCC(F)(F)F)cc1	2	-0.5	4.7	1	-0.1	-1.8	x	-1.8	-7
O=C(Nc1ccccc1)Nc1cc([N+](=O)[O-])ccc1F	-10	-0.6	x	0	0.7	-0.3	x	-3.2	-2
O=C(Nc1ccc2c(c1)OCCO2)C(CCc1ccccc1)N1CCC(Cc2ccccc2)CC1 (centres undefined)	x	x	x	0	-1.9	x	-0.8	-1.0	x
O=C(O)Cc1sc(Nc2ccc(F)cc2)nc1-c1cccs1	-10	-0.4	3.1	1	x	1.5	-3.1	0.7	7
COc1ccccc1C(=O)COC(=O)CN1C(=O)C2CC=CCC2C1=O (centres undefined)	2	14	0.9	-3	x	0.8	1.0	-4.3	0
C=CCNC(=O)c1cccc(NS(=O)(=O)c2ccc(Cl)cc2)c1	-4	-0.4	2.2	-4	x	-1.2	1.7	-3.6	-11
CCN(CC(=O)Nc1ccc(NC(C)=O)cc1)CC(=O)Nc1ccc(Cl)c(Cl)c1	-4	0.6	3.5	2	-0.4	0.8	4.2	-1.6	-6
CCOc1ccc(N2CC(C(=O)NCc3nnnn3-c3ccc(C)c(C)c3)CC2=O)cc1 (centres undefined)	13	-0.4	-0.1	-5	4.0	-1.8	0.0	-2.5	-6
CN1CCN(c2ccc(NC(=S)NC(=O)c3cccc4c(Br)cccc34)cc2)CC1	5	i	2.0	0	0.6	-0.2	2.4	-2.5	6
